KDM5B inh: KDM5B demethylase inhibition. Q9UGL1. Potency, µM (doses to about 57.7 µM), inactives show at the top dose activity change, negative = inhibition, actives largely listed as inhibitors. AID 1347165. KDM5B demethylase, FDH-coupled NADH fluorescence (FDH is formaldehyde dehydrogenase). 220,000 tested, 2.6% active; active = well fitted inhibition curve with a large enough effect; inconclusive = small, poorly fitted or top-dose-only effect; inactive = no such curve, though single readings can be large or run the other way; note: 0% is about no effect; nearly all actives have a fitted effect of over 70% in size
Target sequence (Q9UGL1 whole entry, looked up): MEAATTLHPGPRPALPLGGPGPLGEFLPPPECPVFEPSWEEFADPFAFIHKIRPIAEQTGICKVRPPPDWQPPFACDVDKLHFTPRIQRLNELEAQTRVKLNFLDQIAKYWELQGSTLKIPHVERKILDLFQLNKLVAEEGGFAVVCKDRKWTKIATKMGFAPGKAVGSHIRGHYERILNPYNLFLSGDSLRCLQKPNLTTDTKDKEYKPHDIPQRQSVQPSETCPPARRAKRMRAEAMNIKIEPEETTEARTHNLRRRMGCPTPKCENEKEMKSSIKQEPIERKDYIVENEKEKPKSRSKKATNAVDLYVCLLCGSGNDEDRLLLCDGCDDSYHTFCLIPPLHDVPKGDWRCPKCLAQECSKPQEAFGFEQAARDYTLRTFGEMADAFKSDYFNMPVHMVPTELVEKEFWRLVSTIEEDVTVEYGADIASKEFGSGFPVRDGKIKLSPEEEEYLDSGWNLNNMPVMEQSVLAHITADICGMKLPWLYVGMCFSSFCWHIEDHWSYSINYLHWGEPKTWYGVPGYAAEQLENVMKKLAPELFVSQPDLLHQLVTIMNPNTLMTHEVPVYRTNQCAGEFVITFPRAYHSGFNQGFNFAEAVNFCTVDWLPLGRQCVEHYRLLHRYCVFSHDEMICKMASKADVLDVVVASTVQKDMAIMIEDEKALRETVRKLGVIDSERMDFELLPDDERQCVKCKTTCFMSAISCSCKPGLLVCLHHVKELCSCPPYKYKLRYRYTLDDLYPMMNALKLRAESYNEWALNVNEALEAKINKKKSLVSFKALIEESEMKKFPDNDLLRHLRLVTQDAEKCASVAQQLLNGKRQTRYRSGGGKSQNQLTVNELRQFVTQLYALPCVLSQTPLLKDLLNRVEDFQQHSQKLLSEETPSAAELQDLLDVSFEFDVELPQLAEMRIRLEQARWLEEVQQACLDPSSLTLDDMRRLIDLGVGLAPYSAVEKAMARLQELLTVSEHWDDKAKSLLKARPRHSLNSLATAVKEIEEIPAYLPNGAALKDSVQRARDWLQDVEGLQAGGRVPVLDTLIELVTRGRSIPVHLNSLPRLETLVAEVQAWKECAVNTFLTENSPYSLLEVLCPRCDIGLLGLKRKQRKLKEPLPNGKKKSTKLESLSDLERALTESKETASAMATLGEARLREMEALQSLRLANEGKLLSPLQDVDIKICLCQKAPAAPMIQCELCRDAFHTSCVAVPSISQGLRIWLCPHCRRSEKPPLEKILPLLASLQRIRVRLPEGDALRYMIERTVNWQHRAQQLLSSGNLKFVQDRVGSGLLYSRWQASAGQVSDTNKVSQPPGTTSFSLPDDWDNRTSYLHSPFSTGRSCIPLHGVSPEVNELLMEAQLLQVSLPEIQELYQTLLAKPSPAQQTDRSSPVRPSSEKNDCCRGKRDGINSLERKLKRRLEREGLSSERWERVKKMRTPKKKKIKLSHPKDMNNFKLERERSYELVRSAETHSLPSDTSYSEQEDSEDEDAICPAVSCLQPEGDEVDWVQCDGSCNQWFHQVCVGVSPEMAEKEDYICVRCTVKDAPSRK
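Inhibition is measured as reduced NADH fluorescence generation from FDH coupling to formaldehyde release. Truncated KDM5BΔAP at 200 nM final acts on H3K4me3 peptide (12.5 µM in substrate mix) in pH 7.5 HEPES buffer with Tween-20, 30 min, room temperature.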
* marks the source's active call; other numbers are inactive results; ? = inconclusive; & = joins results of further samples; [ ] = another dose, or the depositor's remark. Potency is the fitted concentration of half-maximal effect. Not all compounds are listed; rates above refer to the full screens.

| KDM5B inh | Structure |
| --- | --- |
| -33.6% | O=C(c1cccnc1)N1CCC2(CC1)C(=NC1CCCC1)NC(=O)N2c1cc(F)cc(F)c1 |
| 29.0% | O=C(CC1=C2CCCCC2NC1=O)NC1CCCC1 (stereo unspecified) |
| 20.2% | C/C(=N/NC(=O)c1ccc(C)cc1C)c1cccc2ccccc12 |
| 9.0% | Cn1c(=O)c2sc3c(c2n(CC(=O)NCCc2ccccc2)c1=O)COC(C)(C)C3 |
| -21.3% | O=C(NCc1cccnc1N1CCOCC1)c1ccco1 |
| 35.5µM* | Cc1noc(C)c1-c1cc(-c2ccc(CO)cc2)cn2cncc12 |
| -6.2% | COc1ccc(C(C)NC(=O)CCOc2ccc(Cl)cc2)cc1F (stereo unspecified) |
| ? | CNC(=S)NNC(=O)C(=O)NNC(=S)NC |
| -17.3% | COc1ccc(CNC(=O)CSc2nc3ccc(NC(=O)c4ccccc4C)cc3s2)cc1 |
| 2.5% | O=C1c2cc([N+](=O)[O-])ccc2-c2ncccc21 |
| -3.3% | Cc1cccc(S(=O)(=O)N2C[C@@H]3CCCN4CCC[C@@H]([C@H]34)[C@H]2CCCC(=O)N2CCOCC2)c1 |
| ? | Cc1csc2nc(COC(=O)CNC(=O)c3ccccc3)cc(=O)n12 |
| 0.3% | CC(C)(C)OC(=O)N1CCC(c2c(C(=O)N3CCN(c4ccccn4)CC3)cnn2-c2ccc(F)cc2F)CC1 |
| 7.8% | S=C(NCCc1cccc(Cl)c1)NC1CCCCC1 |
| -15.6%[86.2 µM] | O=C(NC[C@H]1Cn2c(-c3ccc(F)cc3)cnc2CO1)NC1CCCCC1 |
| ? | COCC1CN(C2CCC2)CC12CCN(C(=O)C1CC1)CC2 (stereo unspecified) |
| -12.8% | COC(=O)c1sc(S(=O)(=O)Nc2cc(F)ccc2C)c(C(=O)OC)c1C |
| -0.3% | CCC(Oc1ccccc1F)C(=O)N1CCC(c2nc3ccccc3s2)CC1 (stereo unspecified) |
| 27.0% | COCCn1c(SCC#N)nnc1-c1ccc(Cl)cc1 |
| -10.6% | COC(=O)c1cc2oc(C)cc2n1CC(=O)Nc1cc(Cl)ccc1OC |
| 31.6µM* | C#CCNC(=O)c1nc(-c2cccc(C(F)(F)F)c2)c2cnccn12 |
| -11.9% | CCOc1ccc(NC(=O)C2CCCN(c3ccc(Sc4ccc(C)cc4)nn3)C2)cc1 (stereo unspecified) |
| ? | COCCc1noc(-c2ccccc2OC2CN(C(=O)CC3CCCC3)C2)n1 |
| 34.8%[149 µM] | O=C(NCc1ccc(F)cc1)C1=NOC2CN(C(=O)C3CC3)CC12 (stereo unspecified) |
| -11.1% | COc1cccc(C(=O)N2C(C(=O)NC(C)C)COC23CCN(C(=O)c2cccc(F)c2)CC3)c1 (stereo unspecified) |
| 5.8% | CCc1nn2c(=O)cc(COC(=O)c3ccccc3)nc2s1 |
| -12.7% | COc1ccc(C(=O)NCC(c2ccco2)S(=O)(=O)c2cccs2)cc1 (stereo unspecified) |
| -25.1%[86.2 µM] | O=[N+]([O-])c1cccc(-c2noc([C@@H]3C[C@@H](O)CN3CC3CCCCC3)n2)c1 |
| 3.3% | O=C(COC(=O)c1ccccc1Br)c1ccc([N+](=O)[O-])cc1 |
| ? | Cn1c(-c2cn(C3CCNCC3)nn2)nc2ccccc21 |
| 14.7% | CCc1noc(-c2nc(-c3ccccc3C)no2)n1 |
| 4.4%[86.2 µM] | O[C@H]1[C@H](NCc2cnc3ccccc3c2)[C@@H](c2ccc(N3CCOCC3)nc2)C[C@H]1O |
| 20.8% | CC(C)C(NC(=O)Cn1cnc(C#N)n1)c1ccccc1 (stereo unspecified) |
| -9.1%[86.2 µM] | CN1C[C@H](C(=O)Nc2ccncn2)C[C@H]1c1cccc(C(F)(F)F)c1 |
| -11.7% | CN1CC(=O)N(c2ccc(Cl)cc2)Cc2c(NC3CCCCC3)ncnc21 |
| 15.6% | Cc1cc(C)cc(OC[C@@H](O)CN2CCC(C(O)(c3ccccc3)c3ccccc3)CC2)c1 |
| 35.5µM* | COc1ccc(CN2CCNc3cnc(Nc4ccccc4)cc3C2)cc1 |
| -18.8%[86.2 µM] | COCCOCC1(CNC(=O)C2CCCC2)C[C@@H](O)[C@@H](O)C1 (stereo partly specified) |
| -2.3%[86.2 µM] | O=C(Nc1cccnc1)c1nc2c(o1)CCN(Cc1ccc3[nH]ccc3c1)CC2 |
| -6.5% | CCN(C(=O)C(C)N(C)CC(=O)Nc1cccc(F)c1)C1CCCCC1 (stereo unspecified) |
| -12.0% | CCC(=O)N(C1CCOCC1)C1CCN(S(=O)(=O)c2cc(F)cc(F)c2)CC1 |
| ? | O=C(CCN1CCC(c2ccc(Cl)s2)=N1)c1ccc(Cl)s1 |
| ? | Cn1nccc1CN1CCn2c(nnc2C2CCCNC2)C1 (stereo unspecified) |
| ? | CN(Cc1ccc(C(=O)NC2CC2)cc1)C(=O)c1cc(=O)[nH]c2ccccc12 |
| -19.6%[86.2 µM] | COCCOCC1(CNC(=O)c2cnccn2)C[C@@H](O)[C@@H](O)C1 (stereo partly specified) |
| -3.2%[115 µM] | Cc1noc(C)c1S(=O)(=O)N1CCn2ncc(C(=O)Nc3ccc(Cl)cc3Cl)c2C1 |
| 8.1% | CCCNC(=O)NC(=O)CN(CC(C)O)c1ccccc1 (stereo unspecified) |
| 28.2µM* | C=CCOC(=O)C1=C(C)N=C2SC=C(CC(=O)N3CCCC3)N2C1c1ccc(OC)cc1OC (stereo unspecified) |
| 17.8µM* | Cc1cc(NCCN2CCNC2=O)n2nc(C)cc2n1 |
| -50.1% | COc1cccc(CNC(=O)c2ccc(CS(=O)c3ccccc3)o2)c1 (stereo unspecified) |
| 7.6% | O=S(=O)(NCC12CC3CC(CC(C3)C1)C2)c1cccs1 |
| 19.4%[115 µM] | O=C(NCc1cccnc1)C1CCc2nnc(-c3ccc(Cl)cc3Cl)n21 (stereo unspecified) |
| 28.0% | O=C(Cc1ccc(Cl)cc1)N1CCC2(CC1)N(c1ccccc1)C(=O)CS2(=O)=O |
| -7.2% | CC(C)CNC(=O)N1C[C@@H](Oc2ccccc2)C[C@@H]1C(=O)N1CCOCC1 |
| ? | CN(C)S(=O)(=O)c1cccc(NC(=O)CNCc2ccccn2)c1 |
| -11.9% | Cc1ccc2oc(-c3cc(NC(=O)c4ccc5c(c4)OCCO5)cc(C)c3O)nc2c1 |
| -7.7% | O=C(NCCN1CCN(C(=O)c2ccccc2)CC1)C(=O)Nc1ccccc1 |
| -15.9% | Cc1ccc(Cl)cc1N1CCN(C(=O)CCn2c(=O)c3cccn3c3cccnc32)CC1 |
| 8.1% | CCc1noc(CN2CCC(NC(=O)c3cnn(C)c3)CC2)n1 |
| 17.8µM* | O=C(CCc1nc2ccccc2[nH]c1=O)N1CCN(CCn2cncn2)CC1 |

Remaining list, next part.
| KDM5B inh | Structure |
| --- | --- |
| 11.7%&-14.0% | Cc1ccc(CNC(=O)c2cc(=O)c3cc(C)cc(C)c3o2)cc1 |
| 22.2% | NNC(=O)C(O)c1ccccc1 (stereo unspecified) |
| ? | CCn1c2c(c(=O)n3ncc(C(=O)N4CCN(c5ccc(C(C)=O)cc5)CC4)c13)CN(Cc1ccc(OC)cc1)CC2 |
| 17.5% | CCNC(=O)NC(=O)CN(C)Cc1cc(C)c(OC)c(C)c1 |
| 9.2% | O=C(Nc1ccc(Br)cn1)c1cc(-c2ccccc2)on1 |
| 3.3% | CCN(CC)C(=O)c1oc2ccccc2c1NC(=O)c1c(F)cccc1F |
| -26.3% | O=C(Nc1cccc(F)c1)[C@@H]1C[C@@H](c2ccc(F)cc2)N([S+](=O)([O-])c2ccccc2)C1 |
| -15.5% | Cc1ccc(-n2nc(C)c([C@H]3C=C[C@@H](OC(=O)N[C@H](C)c4ccccc4)C3)c2C)cc1Cl |
| 9.7% | COc1ccc(OC)c(CNC(=O)C2CCN(c3nc4ccccc4nc3C(F)(F)F)CC2)c1 |
| -1.4% | Cc1ccc(C(=O)N2[C@@H]3CC[C@H]2CC(NC(=O)c2ccncc2)C3)cc1 (stereo partly specified) |
| -5.5% | CCN(CC(=O)NCc1ccc(F)cc1)C(=O)c1ccc2c(c1)nnn2CC |
| 3.1% | Cc1cc(C[C@@H]2COC[C@@H]2NC(=O)c2ccc(Oc3ccccc3)o2)on1 |
| 0.0% | COc1cc(/C=C/C(=O)c2ccc(C#N)cc2)cc(Br)c1O |
| 16.3% | Cn1nc(C(=O)OCc2ccccc2)c2ccccc2c1=O |
| 2.0% | CCCc1nc(NCc2nc(Cc3cccs3)no2)c2cnn(C)c2n1 |
| -7.4% | O=C(c1ccccc1F)N1CCN(C(=O)c2nnn3c2COC(c2ccccc2)C3)CC1 (stereo unspecified) |
| -12.4%[86.2 µM] | COc1ccc(CN2C(=O)[C@@H]3C[C@@H](O)CN3C3(CN(C(C)C)C3)C2=O)cc1 |
| -30.6% | C=CCN1CCN(C(=O)CCC[C@@H]2[C@H]3CCCN4CCC[C@@H](CN2C(=O)c2ccccc2)[C@@H]34)CC1 |
| 12.0% | COCCOC1CCN(S(=O)(=O)Cc2ccccc2F)CC1 |
| 6.6% | CCOC(=O)c1c(C)[nH]c(C)c1S(=O)(=O)NCC(=O)N1CCN(c2ccccc2OC)CC1 |
| ? | N#Cc1cccnc1NCCCNc1ncccc1C#N |
| -5.6%[115 µM] | CC(=O)NC1(C)CN(c2ccc(OC(F)(F)F)cc2)C1 |
| -18.6% | CC(=O)Nc1ccc(-c2ccc(=O)n3c2[C@@H]2C[C@@H](CN(S(=O)(=O)c4ccccc4)C2)C3)cc1 |
| -23.0% | Cc1cc(N2CCC(C(=O)NCCC(C)C)CC2)n2nc(C)c(-c3ccc(Cl)cc3)c2n1 |
| -20.5% | Cc1ccc(CNC(=O)Cn2cc(S(=O)(=O)Cc3ccccc3Cl)c3ccccc32)cc1 |
| 17.9% | N#Cc1ccc(OCCOc2ccc(C#N)cc2)cc1 |
| ? | Cc1ccc(NC(=O)C2CCCN2S(=O)(=O)c2ccc3nc(-c4ccccc4)[nH]c3c2)cc1F (stereo unspecified) |
| -6.5% | COc1ccc(CN2CCNC(=O)C2CC(=O)NCC2CCOCC2)c(C)c1C (stereo unspecified) |
| 15.8% | Cc1ccccc1-c1nc(CNC(=O)Nc2ccc(Cl)cc2)c(C)o1 |
| 22.9% | CCOc1ccc(C(=O)CCC(=O)OCC(=O)c2ccc3c(c2)OCCO3)cc1 |

Three of the entries above in order of their number in KDM5B inh, smallest number first:
| KDM5B inh | Structure |
| --- | --- |
| 17.8µM* | Cc1cc(NCCN2CCNC2=O)n2nc(C)cc2n1 |
| 28.2µM* | C=CCOC(=O)C1=C(C)N=C2SC=C(CC(=O)N3CCCC3)N2C1c1ccc(OC)cc1OC (stereo unspecified) |
| 35.5µM* | Cc1noc(C)c1-c1cc(-c2ccc(CO)cc2)cn2cncc12 |

Carrying on.
| KDM5B inh | Structure |
| --- | --- |
| -10.7% | CCOc1ccc(N(CC)C(=O)Cn2cnc3sc(C)c(S(=O)(=O)N4CCN(c5ncccn5)CC4)c3c2=O)cc1 |
| -7.9% | COc1cccc(NC(=O)[C@@H]2C[C@@H](c3ccc(F)cc3)N([S+](=O)([O-])c3cccnc3)C2)c1 |
| ? | CCOC(=O)c1[nH]cnc1C(=O)Nc1ccc(F)cc1 |
| 6.5% | CC(=O)N1CCC(N2C(=O)C3(CCCC3)C2c2scnc2C)CC1 (stereo unspecified) |
| 11.1% | CC(C)(C)C(N)CN1CCCC1 (stereo unspecified) |
| -8.3% | CCOC(=O)CSc1nc2c(cc1C#N)CCCC2 |
| ? | CCn1cc(S(=O)(=O)c2ccc(Cl)cc2)c(=O)c2cc(F)c(N3CCOCC3)cc21 |
| -15.1% | CC(=O)c1ccc(NC(=O)c2cc3c([nH]c2=O)CC(c2ccccc2)CC3=O)cc1 (stereo unspecified) |
| ? | Cc1ccc(Nc2c(-c3ccccn3)nc3cc(C)ccn23)cc1 |
| -14.8% | Cc1c(NS(=O)(=O)c2cc([N+](=O)[O-])ccc2Cl)c(=O)n(-c2ccccc2)n1C |
| ? | CCOC(=O)c1ccc(NC(=O)C2CCCN(c3ccc(Sc4ccc(C)cc4)nn3)C2)cc1 (stereo unspecified) |
| ? | CCCCOc1cccc(C(=O)Nc2cccc3ccc(C)nc23)c1 |
| 10.9% | O=C(CCc1cccs1)N(Cc1cccnc1)C1CC1 |
| 18.1% | CCc1csc(CNC(=O)C2CCC(=O)N(Cc3cccc(F)c3)C2)n1 (stereo unspecified) |
| 16.2% | Cc1ccc(CCN2C[C@]34C=C[C@H](O3)C(C(=O)N(C)Cc3nccn3C)C4C2=O)cc1 (stereo partly specified) |
| -9.1% | COc1cc(/C=C/C(=O)c2ccc(Br)cc2)cc(OC)c1 |
| -14.7% | Cc1ccccc1C(=O)Nc1ccnn1C1CCN(C(=O)C2(C(N)=O)CC2)CC1 |
| 15.8µM* | c1cc(-c2ccc3c(c2)OCCCO3)n2ncnc2n1 |
| -17.9% | COC(=O)c1ccc(CN2C(=O)[C@@H]3C[C@@H](O)CN3C3(CN(CC4CCCCC4)C3)C2=O)cc1 |
| -6.7% | Cc1cc(C(=O)O/N=C(\N)c2ccncc2)ccc1[N+](=O)[O-] |
| ? | N#Cc1cccc(NC(=O)O[C@@H]2CO[C@H]3[C@@H]2OC[C@@H]3Nc2nccc(-c3ccc4c(c3)OCO4)n2)c1 |
| ? | Cc1oc(-c2ccc(C(=O)NCCCOC(C)C)cc2)nc1CS(=O)(=O)c1ccccc1 |

Reformatted as labelled records: entries from further up
CCOC(=O)CSc1nc2c(cc1C#N)CCCC2
  KDM5B inh: -8.3%
CCn1cc(S(=O)(=O)c2ccc(Cl)cc2)c(=O)c2cc(F)c(N3CCOCC3)cc21
  KDM5B inh: ?
CC(=O)c1ccc(NC(=O)c2cc3c([nH]c2=O)CC(c2ccccc2)CC3=O)cc1 (stereo unspecified)
  KDM5B inh: -15.1%
Cc1ccc(Nc2c(-c3ccccn3)nc3cc(C)ccn23)cc1
  KDM5B inh: ?

Compound activity deposited in PubChem by National Center for Advancing Translational Sciences (NCATS).
